Cardio protect: protects H9c2 cardiomyocytes from peroxide injury. AID 588492. 0.63% of 360,000 active. protection from H2O2 cell death, % at 20 µM. H2O2 injury protection, ATPLite, 2 h;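 active means compounds giving at least 50% protection of heart cells from peroxide-induced death in the single-dose screen, raw or plate-pattern-corrected value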;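 further: 0% = DMSO wells with peroxide and 100% = DMSO wells without peroxide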
HTR2A ag: activates the mouse 5-HT2A serotonin receptor; 0.66% of 360,000 active; activation, % at 7.6 µM; CHO-K1 mHTR2A beta-arrestin complementation, luminescence; percent of 30 µM serotonin response;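 active means activation above a run cutoff, the mean activation of all tested compounds plus 3 SD, cut at about 14% in these data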;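 further: 0% = plate median of compound wells and 100% = 30 µM serotonin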
Target sequence (P35363 whole entry, looked up): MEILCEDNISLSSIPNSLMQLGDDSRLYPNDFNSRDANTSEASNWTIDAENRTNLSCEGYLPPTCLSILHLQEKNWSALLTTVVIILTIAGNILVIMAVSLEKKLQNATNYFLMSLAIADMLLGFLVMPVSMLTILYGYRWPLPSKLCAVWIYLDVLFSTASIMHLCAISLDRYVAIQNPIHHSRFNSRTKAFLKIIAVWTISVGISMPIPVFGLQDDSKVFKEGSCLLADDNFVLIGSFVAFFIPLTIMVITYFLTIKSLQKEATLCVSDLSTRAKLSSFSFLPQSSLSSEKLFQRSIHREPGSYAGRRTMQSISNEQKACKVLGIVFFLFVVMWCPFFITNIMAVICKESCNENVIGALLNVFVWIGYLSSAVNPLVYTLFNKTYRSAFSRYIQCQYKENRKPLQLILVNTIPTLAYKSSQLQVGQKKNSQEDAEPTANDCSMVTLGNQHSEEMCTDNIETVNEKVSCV
Granule exo inh: blocks lytic granule exocytosis | inhibition, % at 10 µM | 0.66% of 360,000 active | TALL-104 LAMP-1 surface exposure, flow cytometry; cells stimulated with thapsigargin and PMA;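 active means inhibition above about 55%, limit read from the data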
MC4R antagonist: human MC4R antagonism in cAMP assay; MC4R-expressing cells, MTII-stimulated cAMP, LANCE TR-FRET; inhibition, % at 6.5 µM; 0.48% of 360,000 active; AID 540295;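 active means inhibition above its plate's cutoff, the mean of tested wells on that plate plus 3 SD, cut at about 29% in these data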;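 further: 0% = Melanotan II alone and 100% = Melanotan II plus saturating MCL0020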
Target sequence (P32245 whole entry, looked up): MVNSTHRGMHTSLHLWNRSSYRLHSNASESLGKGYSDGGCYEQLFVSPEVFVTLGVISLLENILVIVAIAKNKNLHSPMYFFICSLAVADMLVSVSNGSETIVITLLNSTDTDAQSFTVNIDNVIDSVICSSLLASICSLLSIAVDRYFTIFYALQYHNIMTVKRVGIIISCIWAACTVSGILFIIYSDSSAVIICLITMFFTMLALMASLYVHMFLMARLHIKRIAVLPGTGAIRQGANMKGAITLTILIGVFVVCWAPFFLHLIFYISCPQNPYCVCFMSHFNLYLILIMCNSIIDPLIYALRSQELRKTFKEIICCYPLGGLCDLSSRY
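system = U2OS cells with stable human MC4R expression | also added = Melanotan II challenge after compound preincubation | dosing = one concentration, 6.5 µM nominal | incubation = compound 30 min, challenge 1 h, detection 1 h | measured by = TR-FRET with Eu-cAMP and labeled anti-cAMP, 671 nm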
ABCB6 inh MLPCN: human ABCB6 transporter inhibition. K562-ABCB6 porphyrin accumulation, flow cytometry, 1 h; stronger effect = lower value. fluorescence ratio to DMSO, % at 10 µM. 0.19% of 360,000 active;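 active means fluorescence ratio to DMSO below 75%, the collection mean minus 3 SD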;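 further: signal is porphyrin accumulated inside mitochondria; 100% equals median channel fluorescence of DMSO control wells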
iPSC survival up: enhancers of human iPSC single-cell survival. hiPSC single-cell survival, ATPlite luminescence; 100% = ROCK inhibitor wells, 0% = DMSO. survival enhancement, % at 20 µM. 0.044% of 360,000 active; in the data active means survival enhancement above about 18%;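 further: cells exposed to compounds for 16 hours before the ATP read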
aDG glyco up: alpha-DG glycosylation activation. Pro5-aDG cells, alpha-DG glycosylation AlphaScreen (IIH6); 0% Pro5, 100% B10-LARGE cell signal. AID 624168. activation, % at 10 µM. 0.22% of 360,000 active;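 active means activation of at least 8% versus controls, or a plate z-score of at least 8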;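 further: Pro5 are CHO cells carrying HIG-tagged alpha-DG that lacks glycosylation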
MC4R barr agon: agonists of human melanocortin 4 receptor (MC4R) beta-arrestin. P32245. U2OS MC4R beta-arrestin complementation, luminescence; percent of melanotan II response, DMSO zero. activation, % at 8.9 µM. 0.98% of 360,000 active;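 active means activation above a per-plate cutoff, the mean activation of sample wells on that plate plus 3 SD, cut at about 8% in these data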
ABHD5-PLIN5 inh: ABHD5-PLIN5 protein interaction inhibition; Q00G26+Q8WTS1; Split G. princeps luciferase complementation, luminescence, 4 h; inhibition, % at 4 µM; 0.78% of 360,000 active; AID 602281;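 active means inhibition above the mean inhibition across every tested compound plus 3 SD, cut at about 22% in these data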;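 further: 0% = DMSO only wells and the 100% control is not disclosed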
N-glyco inh: blocks N-linked glycosylation in D54 reporter cells | D54 ERlucT glycosylation luciferase reporter, 24 h; percent of 100 nM tunicamycin response | reporter increase, % at 12.5 µM | 0.23% of 360,000 active;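 active means mean luciferase reporter signal, scaled so untreated is 0 and the glycosylation-blocking control 100, at or above a set limit in every replicate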;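 further: luciferase carries N-glycosylation sites so blocking glycosylation raises the light; 0% = median of neutral control wells and 100% = median of 100 nM tunicamycin wells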
* = called active by the depositor; . = not tested or not shown.

entry	Molecule	MC4R antagonist	HTR2A ag	iPSC survival up	Cardio protect	ABHD5-PLIN5 inh	aDG glyco up	ABCB6 inh MLPCN	MC4R barr agon	N-glyco inh	Granule exo inh
1	COC(=O)c1c(N2C(=O)CCC2=O)sc2c1CCCC2	0	-1	-2.1	-4	3	0.1	95	-0.2	1	-1
2	O=C(O)CCCCCn1c(SCc2cc(=O)n3ccccc3n2)nc2ccsc2c1=O	-54	9	3.8	46	-3	-0.1	102	0.3	-5	10
3	CC(C)(C)c1ccc(OCCNC(=S)Nc2ccccc2)cc1	11	7	-0.8	-31	-19	1.1	99	-1.5	-6	1
4	CC1=C(c2ccc(F)cc2)[N+](=O)C(C)(C)N1[O-]	-5	6	2.5	1	1	0.0	92	0.5	1	-4
5	COC(=O)C1=C(C)N(C)C(C)=C(C(=O)OC)C1c1ccsc1	-1	0	1.4	0	-3	-0.2	98	-1.2	6	2
6	CCOC(=O)c1c(NC(=O)CSc2nncn2C)sc(C)c1C	3	1	-1.1	-2	1	-0.2	102	-2.0	6	-7
7	Cc1sc2ncn(CC(=O)NCCCC(=O)NCc3ccc(F)cc3)c(=O)c2c1C	1	-2	-0.5	4	0	-0.1	84	4.7	-1	-8
8	Cc1ccccc1NC(=O)c1ccc(Nc2c([N+](=O)[O-])cc([N+](=O)[O-])c3ccccc23)cc1	20	-7	1.4	-9	4	-0.4	98	-0.3	-3	0
9	Nc1ccc2c(c1)ncn2CCCn1cnc2cc(N)ccc21	6	1	-0.3	2	2	0.0	95	0.3	2	-2
10	CCOC(=O)[C@]12CCCC=C1N(CCC1=CCCCC1)C(=O)[C@H](CC(=O)NCc1ccccc1)C2	.	-3	.	.	3	0.4	.	.	.	-3
11	CC1=CC(=O)C=CC1(C)C(Cl)(Cl)Cl (stereo not drawn)	26	3	4.3	5	-2	0.0	95	1.1	3	-1
12	CC1(C(=O)Nc2ccccc2)Cc2c(-c3cccc(C(F)(F)F)c3)ccnc2O1 (stereo not drawn)	1	-1	-4.0	0	-4	0.1	100	3.9	0	-2
13	COc1ccc(C2=CC(c3c(C)nn(-c4ccccc4)c3Cl)n3nnnc3N2)cc1OC (stereo not drawn)	7	-1	0.1	8	-2	-0.1	100	-1.8	1	-3
14	O=C1c2ccccc2C(=O)N1CCC(O)C[N+](=O)[O-] (stereo not drawn)	10	-4	-0.9	1	-1	0.0	98	-2.3	0	-4
15	COc1ccc(-c2[nH]c3ccccc3c2SCCNC(=O)c2ccccc2)cc1	8	7	-2.5	0	1	0.3	97	0.6	-6	11
16	Cc1ccc(F)c(S(=O)(=O)NC(=O)C2(C)CCN2C(=O)Cc2ccsc2)c1 (stereo not drawn)	17	1	-0.1	6	-3	0.0	101	-0.6	-1	-3
17	COc1cccc(Cn2nnc(C(=O)Nc3cc(Cl)ccc3OC)c2N)c1	-12	0	-2.5	-23	-8	0.0	99	0.3	-3	-3
18	CC(C)(C)C(=O)NC1(C(F)(F)F)NC(=O)N(c2ccc(F)cc2)C1=O (stereo not drawn)	14	0	2.6	-1	2	-0.1	104	-1.3	2	-3
19	CCOc1ccc(S(=O)(=O)Nc2ccc(C(=O)NCC3(N4CCCCC4)CCCCC3)cc2)cc1	7	-9	0.6	0	-5	1.2	102	-0.2	-8	29
20	O=C(N/N=C/c1ccc(C(F)(F)F)cc1)c1ccncc1	0	-4	0.5	-5	4	0.0	99	-0.1	3	-4

The closing 2 records of the section above open the next one.
entry	Molecule	MC4R antagonist	HTR2A ag	iPSC survival up	Cardio protect	ABHD5-PLIN5 inh	aDG glyco up	ABCB6 inh MLPCN	MC4R barr agon	N-glyco inh	Granule exo inh
19	CCOc1ccc(S(=O)(=O)Nc2ccc(C(=O)NCC3(N4CCCCC4)CCCCC3)cc2)cc1	7	-9	0.6	0	-5	1.2	102	-0.2	-8	29
20	O=C(N/N=C/c1ccc(C(F)(F)F)cc1)c1ccncc1	0	-4	0.5	-5	4	0.0	99	-0.1	3	-4
21	Cc1cc(C)c(OCC(=O)N(Cc2ccccc2)C2CCS(=O)(=O)C2)c(C)c1 (stereo not drawn)	2	-9	-0.4	-6	-1	0.1	84	-2.9	1	1
22	CSc1nc2c(c(=O)[nH]1)C(c1ccc(Cl)cc1)CC(=O)N2 (stereo not drawn)	17	1	6.8	-4	-4	0.1	102	0.5	0	-7
23	CN(C)S(=O)(=O)c1cc(C(=O)Nc2ccccc2C(=O)NC2CC2)ccc1Cl	17	-2	0.9	0	-4	-0.4	102	-1.4	4	1
24	Cc1ccc(OCC(=O)Nc2ccc(Cl)cc2)c(-n2nc3ccccc3n2)c1	5	1	0.3	-17	-2	0.1	97	-0.8	-4	-2
25	Cc1cc(=O)oc2cc(OC(C)C(=O)Nc3ccc(C(N)=O)cc3)ccc12 (stereo not drawn)	3	5	2.3	0	0	-0.1	101	0.7	-1	2
26	Cc1cccc(C(=O)Nc2ccc(C(=O)/C=C/c3cccs3)cc2)c1	20	5	4.9	-1	13	0.2	98	1.6	-2	6
27	C/C(CC(=O)Nc1ccccc1)=N\NC(=O)COc1ccc(C)cc1Br	10	0	0.8	0	3	0.0	97	-2.9	0	-3
28	CCOC(=O)C1(Cc2ccccc2C)CCCN(C(=O)c2ccoc2)C1 (stereo not drawn)	-7	6	0.9	6	1	0.0	95	1.3	2	-1
29	COc1ccc(NS(=O)(=O)c2ccc(N3CCCCC3)c(NC(=O)C(C)NC(N)=O)c2)cc1 (stereo not drawn)	11	-1	-2.6	-4	-4	-0.1	97	-2.9	1	-10
30	O=C(NCCc1ccccc1)c1cccc(NC(=O)C2CCCC2)c1	12	-5	0.2	0	-8	-0.2	98	1.3	-2	-2
31	COc1ccc(S(=O)(=O)Nc2cc(OC)c(NC(=O)c3ccco3)cc2OC)cc1	8	-2	-0.7	11	-1	-0.3	98	4.3	0	-2
32	COc1cc(CC(NC(C)=O)C(=O)NC2CCN(c3c(Cc4ccccc4)c(C)nc4ncnn34)CC2)cc(OC)c1 (stereo not drawn)	0	6	1.0	2	1	-0.3	98	-0.3	-1	-4
33	COc1ccc(Oc2ncnc3c2oc2ccc(Br)cc23)cc1	-3	-4	0.7	3	-4	0.3	97	-2.6	2	-1
34	CCOC(=O)Cn1c(COc2ccccc2OC)[n+](C)c2ccccc21	1	-3	-0.1	-7	2	0.0	96	-0.7	4	-4
35	COC(=O)c1cncc(C)c1	9	0	-0.5	-6	-7	0.0	99	-2.3	2	3
36	C#CCOC(=O)CCCNc1ccc([N+](=O)[O-])cc1[N+](=O)[O-]	0	3	1.7	-6	2	0.3	92	-1.8	1	-2
37	O=C(CCn1c(=O)c2sccc2n(CC(=O)NCc2ccco2)c1=O)NCc1ccccc1	13	1	3.2	3	-7	0.3	100	-0.8	-1	-5
38	CNCCOc1ccc(Cl)c(Cl)c1	15	-6	1.2	11	3	0.4	104	-2.9	1	0
39	Cc1ccc(C)c(OCCC(=O)OCC(=O)NC(=O)NC2CCCC2)c1	8	8	-0.4	-4	0	-0.1	104	14*	3	-1
40	CCOc1ccc(N(CC(=O)NCC2CCCO2)S(=O)(=O)c2ccc(Cl)cc2)cc1 (stereo not drawn)	-3	0	0.7	8	1	0.5	84	-1.6	-2	-4
41	NC(=O)NN=C1CCC(OCc2ccccc2)CC1CC(=O)O (stereo not drawn)	.	4	1.0	0	12	0.1	96	.	2	-2
42	CN(Cc1cccs1)C(=O)Cc1csc(-c2ccccc2)n1	-5	-3	-1.2	14	-3	0.4	97	-0.3	-1	15
43	CC(C)CC1NC(=S)N(Cc2ccccc2)C1=O (stereo not drawn)	7	-1	-1.6	-3	-1	-0.5	104	-0.3	-11	4
44	Cc1nn(C)c(Cl)c1C(N)=O	-1	-1	-0.2	5	1	-0.2	94	-2.4	1	-2
45	Oc1ccc(N=Nc2n[nH]c(-c3ccc(Cl)cc3)n2)cc1	2	-3	-1.7	10	3	-0.2	102	-1.7	9	-4
46	C/C(Cl)=C\Cn1c(Nc2ccccc2)nc2c1c(=O)n(C)c(=O)n2C	12	4	-1.5	9	8	0.6	109	0.2	-1	-4
47	CCCCCCC1CC(=CN(C)C)C(=O)O1 (stereo not drawn)	14	-2	-2.7	-3	-5	0.1	101	2.1	0	-2
48	CCCCNC(=S)NNC(=O)c1c(C)nc2ccccn12	2	4	4.1	3	-2	-0.3	98	-3.9	4	0
49	COc1ccc(CN2CCC2(C)C(=O)Nc2cnc3ccccc3c2)c2ccccc12 (stereo not drawn)	0	2	-1.0	4	9	0.3	103	0.4	-8	-1
50	COc1cccc(N2CCc3c(C)nc4ccc(Cl)cc4c32)c1	6	-10	-0.2	-10	6	2.6	100	0.0	14	82*
51	Cc1cc(C(=O)N2CCCc3ccccc32)ccc1[N+](=O)[O-]	1	3	-0.7	-8	-2	0.1	97	-0.6	0	2
52	C1CCCN(CCCCN2CCCCCC2)CC1	10	3	-4.5	1	-4	0.0	108	0.0	1	-2
53	C#CCn1c(=NC(=O)c2ccc(Br)s2)sc2cc(NC(C)=O)ccc21	5	-1	-1.3	-3	-4	-0.2	95	-2.2	0	0
54	COc1ccc2[nH]c(=O)c(NC(N)=S)nc2c1	-17	-1	1.9	2	-3	0.0	105	-3.1	4	7
55	O=C(NNc1cc(N2CCOCC2)nc(N2CCOCC2)n1)c1ccc(Cl)cc1Cl	5	0	-1.1	2	-2	-0.1	95	-0.1	5	-3
56	Cc1ccc(C)c(OCCC(=O)OC(C)C(=O)Nc2c(C)n(C)n(-c3ccccc3)c2=O)c1 (stereo not drawn)	0	0	-0.1	-5	-1	-0.3	100	-4.0	3	6
57	COC(=O)C1=C(N)Oc2cc(C)n(CC3CCCO3)c(=O)c2C1c1ccccc1 (stereo not drawn)	7	2	1.4	-3	4	-0.3	94	-1.3	-1	-3
58	Cc1[nH]c(=O)[nH]c(=O)c1S(=O)(=O)N1CCCC(C(=O)NCc2ccc3c(c2)OCO3)C1 (stereo not drawn)	1	-2	2.1	8	-2	-0.1	158	-2.6	2	-3
59	CCOC(=O)N1CCN(C(=O)CCn2c(=S)[nH]c3ccccc3c2=O)CC1	-1	5	-0.3	5	5	0.2	103	-3.6	1	8
60	CCOCCCN(CC(=O)NC1CCCC1)C(=O)C(=O)Nc1ccc2c(c1)OCCO2	9	1	-0.5	-3	-2	0.2	96	-2.2	0	-5
61	CN(CC(=O)Nc1ccc(Cl)c(C(F)(F)F)c1)Cc1cc(=O)n2ccsc2n1	28	-3	1.7	10	-2	0.3	98	0.0	-1	4
62	COc1ccc(C(O)c2nc(-c3cccc(C(F)(F)F)c3)cs2)cc1 (stereo not drawn)	2	-5	0.2	-8	-13	0.0	88	5.8	-1	8
63	COc1ccc(OC)c(-c2csc(NC(=O)CSc3ccc([N+](=O)[O-])cc3)n2)c1	2	-4	-0.6	0	11	0.5	90	-1.5	2	4
64	CC1Cc2ccccc2N1C(=O)COC(=O)/C=C/c1cccc(F)c1 (stereo not drawn)	7	2	-0.6	3	1	-0.2	99	0.0	1	29
65	Cc1ccc(S(=O)(=O)n2nc(OC(=O)C(C)(C)C)cc2N)cc1	-13	-2	-2.3	5	-1	0.0	100	-1.4	5	-1
